Screens (PubChem BioAssay)
14-3-3g Raf = modulators of 14-3-3 gamma protein binding, primary screen, biochemical, fluorescence polarization; inhibition, % at 40 µM; 160,000 tested, 0.19% active; 14-3-3 protein gamma (Homo sapiens), P61981; FP, 14-3-3gamma / TMR-pS259-Raf peptide binding; AID 422, 2006; in the data active = inhibition above about 30%;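 note: 0% = protein plus tracer without compound and 100% = blank with tracer alone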
Target sequence (P61981 whole entry, looked up): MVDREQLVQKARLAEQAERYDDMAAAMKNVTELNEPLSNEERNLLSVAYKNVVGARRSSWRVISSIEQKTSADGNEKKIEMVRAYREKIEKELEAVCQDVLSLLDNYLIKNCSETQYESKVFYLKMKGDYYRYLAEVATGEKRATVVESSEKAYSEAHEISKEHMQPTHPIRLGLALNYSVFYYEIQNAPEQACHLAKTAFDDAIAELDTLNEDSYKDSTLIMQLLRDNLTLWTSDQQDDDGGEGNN
Active calls of the source: *; & = joins results of further samples.

SMILES	14-3-3g Raf
Cc1cccc(C)c1NC(=O)c1cc(S(=O)(=O)N2CCN(c3cccc(Cl)c3)CC2)ccc1F	-2.9
COc1ccc(-n2nc(C(=O)NCC(=O)N3CCN(Cc4ccc5c(c4)OCO5)CC3)c3ccccc3c2=O)cc1Cl	-7.5
COc1ccc(Cl)cc1N1C(=O)[C@@H]2C(c3cccc(OC)c3OC)=NO[C@@H]2C1=O	-6.1
CCOP(=O)(c1ccccc1)C(O)c1ccc(F)cc1 (configuration not stated)	-6.2
CC[C@]1(O)CC2CN(CCc3c([nH]c4ccccc34)[C@@](C(=O)OC)(c3cc4c(cc3OC)N(C=O)[C@H]3[C@@](O)(C(=O)OC)[C@H](OC(C)=O)[C@]5(CC)C=CCN6CC[C@]43[C@@H]65)C2)C1 (some centres not stated)	-10.8
CC(C)(C)c1cc(NC(=O)C2CCCO2)no1 (configuration not stated)	-6.7
CS(=O)(=O)Nc1ccccc1C(=O)N1CCCC1	5.9
O=C(CSc1nc2ccc(N3C(=O)C4CCCCC4C3=O)cc2s1)N1CCc2ccccc21 (configuration not stated)	-15.5
Cn1c2ccccc2c2nn(-c3ccccc3)c(=O)cc21	0.2&-17.7
CC(C)OCCCN1C(=O)c2[nH]nc(-c3ccccc3O)c2C1c1cccc(Cl)c1 (configuration not stated)	-12.5
O=c1[nH]c(-c2ccc(F)cc2)nc2ccccc12	-2.0
CCCc1ccc(C#N)c(SCC(=O)Nc2ccc(S(N)(=O)=O)cc2)n1	-3.8
Cc1ccc(C)c(NS(=O)(=O)c2ccc3c(c2)CCN3C(=O)C2CC2)c1	-9.5
O=C(CN1C(=O)C(=O)c2ccccc21)NCCOc1ccccc1	-2.8
CC(=O)c1ccc(Nc2nc(=S)[nH]c3ccccc23)cc1	-2.1
CN=c1scc(-c2ccc(Cl)cc2)n1C	-4.8
O=C(NCc1nnc(SCC(=O)N2CCCCCC2)o1)c1ccco1	-2.8
O=C1C2=C(C(c3ccccc3)=NCCN2)C(c2ccccc2)N1c1ccccc1 (configuration not stated)	-5.0
COc1ccc(S(=O)(=O)Nc2ccccc2C(=O)OC2CCCN(C)C2)cc1OC (configuration not stated)	-1.9
CCOC(=O)C1=NN(c2ccc(Br)cc2)C2C(=O)N(c3ccccc3Cl)C(=O)C12 (configuration not stated)	-8.3
CN1CCN(Cc2c(C#N)c3ccccc3n2C)CC1	-1.5&-5.4
Cc1ccccc1-n1nc2c(c1NC(=O)c1ccc(OC(C)C)cc1)CS(=O)C2 (configuration not stated)	-14.3
Cc1ccc(C(=O)c2cc(Br)ccc2NS(=O)(=O)c2ccc(C)cc2)cc1	-3.5
CCOc1cc(C2NC(=O)NC(C)=C2C(=O)OC2CCCC2)ccc1O (configuration not stated)	-6.0
CCn1cnc2sc(C(=O)Nc3cccc([N+](=O)[O-])c3)c(C)c2c1=O	-8.1

The final seven compounds of the section above come first, to join the parts.
SMILES	14-3-3g Raf
COc1ccc(S(=O)(=O)Nc2ccccc2C(=O)OC2CCCN(C)C2)cc1OC (configuration not stated)	-1.9
CCOC(=O)C1=NN(c2ccc(Br)cc2)C2C(=O)N(c3ccccc3Cl)C(=O)C12 (configuration not stated)	-8.3
CN1CCN(Cc2c(C#N)c3ccccc3n2C)CC1	-1.5&-5.4
Cc1ccccc1-n1nc2c(c1NC(=O)c1ccc(OC(C)C)cc1)CS(=O)C2 (configuration not stated)	-14.3
Cc1ccc(C(=O)c2cc(Br)ccc2NS(=O)(=O)c2ccc(C)cc2)cc1	-3.5
CCOc1cc(C2NC(=O)NC(C)=C2C(=O)OC2CCCC2)ccc1O (configuration not stated)	-6.0
CCn1cnc2sc(C(=O)Nc3cccc([N+](=O)[O-])c3)c(C)c2c1=O	-8.1
Cc1ccc2c(c1)C(c1ccccc1Br)CC(=O)N2 (configuration not stated)	-2.3
O=C(c1ccccc1Cl)N1CCN(c2ccc([N+](=O)[O-])cc2S(=O)(=O)N2CCOCC2)CC1	-4.8
O=C(OCCCCN1C(=O)c2ccccc2C1=O)c1n[nH]c2ccccc12	-8.3
CCCOCC1CC2(CC(C)(c3csc(Nc4ccccc4OC)n3)OC2=O)C(=O)O1 (configuration not stated)	1.3
COc1ccc(CCN(C)CCCC(C#N)(c2cc(OC)c(OC)c(OC)c2)C(C)C)cc1OC (configuration not stated)	-1.1&-4.5
CCn1nc(NS(=O)(=O)c2ccccc2)c2cc3cccc(C)c3nc21	-14.1
O=S(=O)(Nc1cccc(-c2cn3ccsc3n2)c1)c1ccccc1	-6.5
COc1ccc(-c2noc(CCC(=O)NC(C)c3ccc4c(c3)OCCO4)n2)cc1 (configuration not stated)	3.1
Cc1nc2c(-c3ccccc3)c(C)nn2c(C)c1CCC(=O)N1CCOCC1	0.1
Cc1nc2sc(C#N)c(N)c2c2c1CCCC2	-0.7
COc1cc(C2NC(C(=O)O)CS2)cc(Br)c1OC (configuration not stated)	-0.4
Nc1ccc2nn(-c3ccc(F)cc3)nc2c1	-5.7
O=C1c2oc3ccc(Br)cc3c(=O)c2C(c2cccc(F)c2)N1CCO (configuration not stated)	2.6
O=C(COc1ccc(Br)cc1)Nc1ccccc1Cl	-19.3
COc1ccc(CCC(=O)Nc2cccc3ccc(C)nc23)cc1	-28.4
O=C1CSC(c2ccc([N+](=O)[O-])cc2)N1c1ccc(F)cc1 (configuration not stated)	9.3
Nc1cccc(NC(=O)CCC(=O)O)c1	0.9
COc1ccccc1-n1c(CNC(=O)COc2ccccc2)n[nH]c1=S	-11.7
CC(=NCCCNC1CCCCC1)C1=C(O)CC(C)(C)CC1=O	-15.5
CC1CCc2nc(NC(=O)c3ccc(S(=O)(=O)N4CCCCC4)cc3)sc2C1 (configuration not stated)	-3.3
O=C(OCn1nnc2ccccc2c1=O)C1=COCCO1	1.1
COc1ccc(-c2nc(CSCC(=O)N3CCc4ccccc4C3)c(C)o2)cc1OC	-2.2
CCOc1ccc(S(=O)(=O)Nc2ccccc2C(=O)NCc2ccco2)cc1	-5.8
CCCCN(C)C(=O)c1sc2ncn(CC)c(=O)c2c1C	2.4&-3.9
N#CC(C#N)C(C#N)(C#N)C1CCCCC1=O (configuration not stated)	142.3*
Next compounds.
SMILES	14-3-3g Raf
Nc1cccc(C(=O)Nc2ccc(-c3ccccc3)cc2)c1	9.6
COc1ccc(OC)c(C2C3=C(CCCC3=O)OC3=C2C(=O)CCC3)c1	4.2
COc1ccc(Nc2ncc(C(=O)Nc3ccc(Br)cc3C)c3ccccc23)cc1	-45.3
COc1cc(C2C3=C(CCCC3=O)N(C)C3=C2C(=O)CCC3)ccc1OCc1ccc(F)cc1	-6.1
Cc1ccc(N=Cc2cc(I)cc(C)c2O)c(O)c1	-27.1
CCOC(=O)C1=C(C)OC(N)=C(C#N)C1c1cc2ccccc2nc1N1CCCCC1 (configuration not stated)	15.0
CCN(CC)S(=O)(=O)c1ccc(-c2nnc(SCC(=O)Nc3nc(C)cs3)o2)cc1	-3.7
Cc1cc(C(=O)OCC(=O)c2c(N)n(C)c(=O)n(C)c2=O)c(C)o1	1.8
CC1=NN(c2nc(-c3ccccc3)cs2)C(=O)C1C(c1ccccc1)C(C#N)C(N)=O (configuration not stated)	-5.8
COc1cc2c(cc1OC)-c1cc(NC3CCCCCCC3)nc(=O)n1CC2	-15.7
O=C(O)c1cc(Sc2ccccc2)nc2ccccc12	-18.1
CCCN1CCN(C(=O)CN2C(=O)CC(C)(C)S(=O)(=O)c3ccccc32)CC1	7.6
CCOC(=O)C1=C(c2ccccc2)Nc2ncnn2C1c1cccc(OC)c1OC (configuration not stated)	10.1
CS(=O)(=O)N(CC(=O)Nc1cccnc1)c1ccc2c(c1)OCO2	7.3
O=C(Nc1ccc(Cl)cn1)c1ccc(Br)cc1	-6.9
C=CCn1c(SCC(=O)c2ccc(Br)cc2)nc2cc(C(=O)N3CCOCC3)ccc2c1=O	-14.3
COc1ccccc1Nc1cc(C(=O)NCc2ccc(F)cc2)c2ccccc2n1	6.5
CCc1ccc(N2CC(C(=O)NCc3ccc4c(c3)OCO4)CC2=O)cc1 (configuration not stated)	-6.4
CC(=O)Nc1cc(C(=O)NCc2cccnc2)ccc1S(=O)(=O)c1ccc(Cl)cc1	-0.3
COc1ccc(C2SCC(=O)N2CCCN(C)C)cc1 (configuration not stated)	5.3
COc1ccc(Cl)cc1-n1cc(-c2ccccc2)nc1SCC(=O)Nc1ccccc1C	-4.5
O=C(NCC1CCCO1)c1cnn2c(C(F)(F)F)cc(-c3cccs3)nc12 (configuration not stated)	-15.3
CCOc1ccc2nc(C)cc(Nc3cccc(OC)c3)c2c1	-13.7
O=C(CCCn1c(=S)[nH]c2ccsc2c1=O)Nc1ccc(F)cc1	-17.4
Cc1ccc(-n2sc3ccccc3c2=O)cc1S(=O)(=O)N1CCCCC1	-7.9

Some of the entries so far, with values ahead of the structure.
| 14-3-3g Raf | Molecule |
| --- | --- |
| -45.3 | COc1ccc(Nc2ncc(C(=O)Nc3ccc(Br)cc3C)c3ccccc23)cc1 |
| -6.1 | COc1cc(C2C3=C(CCCC3=O)N(C)C3=C2C(=O)CCC3)ccc1OCc1ccc(F)cc1 |

(next part)
SMILES	14-3-3g Raf
COc1cccc(C(=O)N2CCc3cc(OC)c(OC)cc3C2COc2ccc([N+](=O)[O-])cc2)c1 (configuration not stated)	2.0
CCOC(=O)c1c(NC(=O)CSc2nnnn2C)sc(C)c1C	-9.3
CC(Sc1ncnc2c1oc1ccccc12)c1ccccc1 (configuration not stated)	-1.0
CCc1ccc2nc(N3CCC(C(=O)NCCN(C)Cc4ccccc4)CC3)sc2c1	-12.4
COc1ccccc1N1CCN(CC(=O)c2ccc3ccn(C(C)=O)c3c2)CC1	-9.5
CCc1cc2c(cc3c(=O)n(CC(=O)N4CCN(c5ccccn5)CC4)nc(CC)n32)s1	-7.9
COCCNC(=O)c1ccc(-n2c(SCc3cccc(F)c3)nc3ccccc3c2=O)cc1	-0.8
O=C(O)C1CCN1C1CCCCC1 (configuration not stated)	-5.8
FC(F)(F)c1nc2ccccc2nc1N1CCN(C2CCCCC2)CC1	-9.4
O=C(Nc1cc(Oc2ccc(Br)cc2)cc([N+](=O)[O-])c1)c1ccc(F)cc1	-8.1
Cc1cc(C)c(C(=O)CC2(O)C(=O)Nc3ccccc32)c(C)c1 (configuration not stated)	-2.3
O=[N+]([O-])c1cc(C=Nc2ccc3c(c2)oc2ccccc23)ccc1N1CCOCC1	-1.8
CCOC(=O)c1c(-c2ccc(C)cc2)csc1NC(=O)c1cccc(N2C(=O)CCC2=O)c1	-13.6
CCCc1ccc(O)c(N=Cc2cc(Br)cc(OCC)c2O)c1	-133.8
Cc1nc(N2CCN(c3ccccc3)CC2)nc2c1C(=O)CC(c1ccccc1)C2 (configuration not stated)	0.9
COc1ccc(CNC(=O)CCc2nc3ccccc3n(Cc3ccc(F)cc3)c2=O)cc1	-4.3
CCC1CCCCN1CC(=O)N1CCCc2c1c(=O)oc1ccc(O)cc21 (configuration not stated)	2.6
Cc1onc(-c2ccccc2Cl)c1C(=O)Nc1c2c(nn1-c1ccc([N+](=O)[O-])cc1)CSC2	-6.4
O=c1cc(O)c2c(=O)n(-c3ccccc3)c3ccccc3c2o1	-23.6
CCCCCOc1ccc(NC(=O)CCCC(=O)O)cc1	-21.6
CC(CCc1nc2ccccc2[nH]1)OC(=O)c1ccc([N+](=O)[O-])cc1 (configuration not stated)	1.2
O=C(CC1(O)C(=O)Nc2ccccc21)c1cc2ccccc2oc1=O (configuration not stated)	-18.4
COc1ccc(N2C(=O)CSC2c2cccc(Br)c2)c(OC)c1 (configuration not stated)	-5.3
CC(=O)c1nc(N2C(=O)C3CC=C(C)CC3C2=O)sc1C (configuration not stated)	-2.2
CCN1C(=O)CC(N2CCN(Cc3ccc4c(c3)OCO4)CC2)C1=O (configuration not stated)	1.3
Continued:
SMILES	14-3-3g Raf
Cc1nonc1NC(=O)CSc1nnc(-c2ccoc2C)n1C	0.2
COc1cc(C2Nc3ccccc3-c3nnc(SCc4ccccc4)nc3O2)ccc1O (configuration not stated)	-4.5
Cc1cc(C)c(C(N)=O)c(SCC(=O)Nc2nccs2)n1	-3.5
CCOc1ccc(N(CC(=O)Nc2ccccc2C)S(=O)(=O)c2c(C)noc2C)cc1	0.5
O=C(COC(=O)c1ccc(S(=O)(=O)N2CCOCC2)cc1)Nc1nc(-c2ccccc2)cs1	-3.1
CCOC(=O)c1sc(N2C(=O)C(=O)/C(=C(/O)c3ccccc3)C2c2ccc(C(C)C)cc2)nc1C (configuration not stated)	-16.8
CC(=O)Nc1ccc(S(=O)(=O)NCCSCc2ccco2)cc1	-8.8&-7.2
O=[N+]([O-])c1ccc(N2CCN(S(=O)(=O)c3ccc(Cl)cc3)CC2)cc1N1CCc2ccccc2C1	-37.0
CC(C)(C)C1CCc2c(sc3c2C(=O)NC(c2cccc(Cl)c2)N3)C1 (configuration not stated)	5.9
O=C(CCN1C(=O)c2ccccc2C1=O)Nc1ccncc1	0.1&-0.1
Cn1c(=O)c2c(nc(CN3CCN(CCO)CC3)n2CCc2ccccc2)n(C)c1=O	0.2
C#CCSc1nc2c(cc1C#N)CCCC2	-17.1
CCOc1ccccc1NC(=O)CSc1nc2c([nH]c3ccccc32)c(=O)n1-c1ccc(C)cc1	-4.4
CCN(CC)C(=O)Cn1cnc2sc(C(=O)Nc3cc(F)ccc3C)c(C)c2c1=O	0.3
O=C1C2C3C=CC(C3)C2C(=O)N1CC(=O)N1CCc2ccccc21 (configuration not stated)	2.0
Cc1c(N)cccc1-c1nc2ccccc2s1	2.5
COc1ccc(N=C2SC(C(=O)O)CC(=O)N2Cc2ccc(OC)c(OC)c2)cc1 (configuration not stated)	5.8&-5.0
NC(=O)c1cc[n+](CC(=O)Nc2ccccc2C(=O)O)cc1	2.7
Cc1ccc(C2C3=C(CC(C)(C)CC3=O)Nc3n[nH]c(C)c32)cc1 (configuration not stated)	-7.7

Not all compounds are listed; rates above refer to the full screens.
